NSD2 block: blocks human NSD2 histone methyltransferase activity | inhibition, % at 12.5 µM | AID 624260 | 0.07% of 44,000 active | O96028 | NSD2-SET H3K36me1 DELFIA fluorescence, biochemical; in the data active means inhibition above about 54%, passing the limit was not always enough;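 further: inhibitors reduce the monomethyl H3K36 fluorescence signal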
Active calls of the source: *.

NSD2 block	Structure
-8	C[C@H]1CN([C@@H](C)CO)C(=O)Cc2cc(NC(=O)Nc3ccc(C(F)(F)F)cc3)ccc2O[C@H]1CN(C)C(=O)NC1CCCCC1
-6	CC1(C)[C@H]2CC=C(/C=N\NC(=O)CCCCCC(=O)Nc3ccccc3O)[C@@H]1C2
-4	COCC#Cc1cnc2c(c1)C(=O)N([C@@H](C)CO)C[C@H](C)[C@@H](CN(C)C(=O)Nc1cccc(F)c1)O2
2	C[C@@H]1CN([C@H](C)CO)C(=O)c2cc(NC(=O)C3CC3)ccc2O[C@@H]1CN(C)C(=O)NC1CCCCC1
-2	CNC[C@H]1Oc2cc(-c3cncnc3)ccc2S(=O)(=O)N([C@@H](C)CO)C[C@H]1C
-2	C[C@@H]1CCCCO[C@@H](CN(C)Cc2ccc(C(=O)O)cc2)[C@H](C)CN([C@@H](C)CO)C(=O)c2cc(N(C)C)ccc2O1
-5	C[C@@H]1CN([C@@H](C)CO)C(=O)c2cc(NC(=O)Nc3ccc(F)cc3)ccc2O[C@H]1CN(C)Cc1ccc(Cl)c(Cl)c1
-1	C[C@@H]1CN([C@@H](C)CO)C(=O)c2cc(C#Cc3cccnc3)cnc2O[C@@H]1CN(C)C(=O)CN(C)C
-1	C[C@H]1CN([C@@H](C)CO)C(=O)Cc2cc(NC(=O)C3CC3)ccc2O[C@H]1CN(C)Cc1ccc2c(c1)OCO2
-2	CC(C)NC(=O)Nc1ccc2c(c1)C(=O)N([C@@H](C)CO)C[C@H](C)[C@@H](CN(C)Cc1ccc3c(c1)OCO3)OCCCC[C@H](C)O2
-9	COC(=O)C1=CO[C@@H](C)[C@H]2CN3CCc4c([nH]c5ccccc45)[C@@H]3C[C@H]12
6	C[C@H]1CN([C@@H](C)CO)C(=O)Cc2cc(N(C)C)ccc2O[C@H]1CN(C)Cc1ccccc1
1	O=C(C[C@H]1C[C@H]2c3cc(NS(=O)(=O)c4ccc(F)cc4)ccc3O[C@H]2[C@@H](CO)O1)NCc1ccc(Oc2ccccc2)cc1
-6	C[C@@H]1CCCCO[C@@H](CN(C)S(=O)(=O)c2ccc(F)cc2)[C@@H](C)CN([C@H](C)CO)C(=O)c2cc(NC(=O)CCC(F)(F)F)ccc2O1
7	COc1ccc(NC(=O)N(C)C[C@H]2OCCCC[C@@H](C)Oc3ccc(NC(=O)NC(C)C)cc3C(=O)N([C@H](C)CO)C[C@@H]2C)cc1
-12	Cc1ccc(S(=O)(=O)Nc2ccc3c(c2)CC(=O)N([C@@H](C)CO)C[C@H](C)[C@H](CN(C)Cc2ccccc2)O3)cc1
-2	C[C@@H]1CN([C@H](C)CO)C(=O)c2cc(NS(=O)(=O)c3ccc(Cl)cc3)ccc2O[C@@H](C)CCCCO[C@@H]1CN(C)S(C)(=O)=O
-10	Cc1noc(C)c1S(=O)(=O)Nc1ccc2c(c1)CC(=O)N([C@@H](C)CO)C[C@@H](C)[C@H](CN(C)Cc1ccc(Cl)c(Cl)c1)O2
2	COc1cc2oc(-c3ccccc3)cc(=O)c2c(OC)c1OC
-7	COc1ccccc1-c1ccc2c(c1)O[C@H](CN(C)CC1CC1)[C@H](C)CN([C@H](C)CO)S2(=O)=O

Of the compounds above, 9 contain four or more nitrogen atoms:
NSD2 block	Structure
-8	C[C@H]1CN([C@@H](C)CO)C(=O)Cc2cc(NC(=O)Nc3ccc(C(F)(F)F)cc3)ccc2O[C@H]1CN(C)C(=O)NC1CCCCC1
-4	COCC#Cc1cnc2c(c1)C(=O)N([C@@H](C)CO)C[C@H](C)[C@@H](CN(C)C(=O)Nc1cccc(F)c1)O2
2	C[C@@H]1CN([C@H](C)CO)C(=O)c2cc(NC(=O)C3CC3)ccc2O[C@@H]1CN(C)C(=O)NC1CCCCC1
-2	CNC[C@H]1Oc2cc(-c3cncnc3)ccc2S(=O)(=O)N([C@@H](C)CO)C[C@H]1C
-5	C[C@@H]1CN([C@@H](C)CO)C(=O)c2cc(NC(=O)Nc3ccc(F)cc3)ccc2O[C@H]1CN(C)Cc1ccc(Cl)c(Cl)c1
-1	C[C@@H]1CN([C@@H](C)CO)C(=O)c2cc(C#Cc3cccnc3)cnc2O[C@@H]1CN(C)C(=O)CN(C)C
-2	CC(C)NC(=O)Nc1ccc2c(c1)C(=O)N([C@@H](C)CO)C[C@H](C)[C@@H](CN(C)Cc1ccc3c(c1)OCO3)OCCCC[C@H](C)O2
7	COc1ccc(NC(=O)N(C)C[C@H]2OCCCC[C@@H](C)Oc3ccc(NC(=O)NC(C)C)cc3C(=O)N([C@H](C)CO)C[C@@H]2C)cc1
-10	Cc1noc(C)c1S(=O)(=O)Nc1ccc2c(c1)CC(=O)N([C@@H](C)CO)C[C@@H](C)[C@H](CN(C)Cc1ccc(Cl)c(Cl)c1)O2

(list continues)
NSD2 block	Structure
-3	C[C@H](CO)N1C[C@H](C)[C@H](CN(C)Cc2ccc(Cl)c(Cl)c2)Oc2ccc(NC(=O)C3CC3)cc2CC1=O
-4	C[C@H]1CN([C@@H](C)CO)C(=O)c2cc(C#Cc3ccccc3)cnc2O[C@H]1CN(C)C(=O)c1ccccn1
-6	C[C@@H]1CN([C@H](C)CO)C(=O)c2cc(NC(=O)CCC(F)(F)F)ccc2O[C@@H](C)CCCCO[C@@H]1CN(C)C(=O)CCC(F)(F)F
3	C[C@H]1CN([C@@H](C)CO)C(=O)c2cccc(NC(=O)c3ccncc3)c2O[C@H]1CN(C)S(=O)(=O)c1cccs1
-3	C[C@@H]1CN([C@H](C)CO)C(=O)c2c(c3ccccc3n2C)-c2ccccc2CO[C@@H]1CN(C)S(=O)(=O)c1ccc(C#N)cc1
-2	C[C@@H]1CN([C@H](C)CO)C(=O)CCCn2cc(nn2)CO[C@H]1CN(C)C(=O)Nc1cccc(Oc2ccccn2)c1
2	O=C(C[C@H]1C[C@H]2c3cc(NC(=O)c4cccnc4)ccc3O[C@H]2[C@H](CO)O1)NCCc1ccccc1
3	C[C@@H]1CN([C@H](C)CO)C(=O)c2cc(-c3cncnc3)cnc2O[C@@H]1CN(C)Cc1ccc(Oc2ccccc2)cc1
-1	C[C@H]1CN([C@@H](C)CO)C(=O)c2cc(NC(=O)Cn3cnnn3)ccc2O[C@@H]1CN(C)S(=O)(=O)c1ccc(F)cc1
0	C[C@@H]1CN([C@H](C)CO)C(=O)Cc2cc(NS(C)(=O)=O)ccc2O[C@H]1CN(C)S(C)(=O)=O
-7	C[C@@H]1CCCCO[C@@H](CN(C)Cc2ccc(Cl)c(Cl)c2)[C@H](C)CN([C@@H](C)CO)C(=O)c2cc(NC(=O)C3CCCCC3)ccc2O1
-7	CC(C)NC(=O)Nc1ccc2c(c1)C(=O)N([C@H](C)CO)C[C@@H](C)[C@@H](CN(C)S(=O)(=O)c1cn(C)cn1)OCCCC[C@H](C)O2
4	O=C(C[C@@H]1C[C@H]2c3cc(NC(=O)NC4CCCC4)ccc3O[C@H]2[C@H](CO)O1)NCc1ccc2c(c1)OCO2
-3	COc1ccc(NC(=O)N(C)C[C@@H]2Oc3c(NC(=O)c4cnccn4)cccc3C(=O)N([C@H](C)CO)C[C@@H]2C)cc1
-1	COc1ccc(S(=O)(=O)Nc2ccc3c(c2)C(=O)N([C@H](C)CO)C[C@H](C)[C@H](CN(C)S(=O)(=O)c2ccc(F)cc2)OCCCC[C@@H](C)O3)cc1
-5	CC(C)(C)c1ccc(-c2ncon2)cc1Cn1nnc(-c2cccc(C(F)(F)F)c2)n1
5	C[C@@H]1CN([C@H](C)CO)C(=O)c2cccc(NC(=O)CCCCCC(=O)Nc3ccccc3N)c2O[C@H]1CN(C)Cc1ccc(Cl)c(Cl)c1
5	COc1ccc(NC(=O)N(C)C[C@@H]2Oc3ccc(NC(=O)Nc4ccc(F)cc4)cc3CC(=O)N([C@@H](C)CO)C[C@H]2C)cc1
-3	C=C[C@]1(C)CC[C@H]([C@H](C)C(=O)/C=C/C(C)(C)O)O1
0	C[C@@H]1CCCCO[C@H](CN(C)C(=O)Nc2cccc3ccccc23)[C@@H](C)CN([C@H](C)CO)C(=O)c2cc(NC(=O)Nc3ccccc3)ccc2O1
-2	COc1ccc(NC(=O)Nc2ccc3c(c2)C(=O)N([C@H](C)CO)C[C@@H](C)[C@H](CN(C)S(=O)(=O)c2ccc(Cl)cc2)O3)cc1
-3	CC(C)CC#Cc1ccc2c(c1)O[C@@H](CN(C)C(=O)Cc1ccccc1)[C@@H](C)CN([C@@H](C)CO)S2(=O)=O
4	CNCCC=C1c2ccccc2C=Cc2ccccc21
-1	COc1ccccc1-c1cnc2c(c1)C(=O)N([C@H](C)CO)C[C@H](C)[C@H](CN(C)Cc1cncnc1)O2
-1	C[C@H]1CN([C@@H](C)CO)C(=O)c2cccc(NS(C)(=O)=O)c2O[C@@H]1CN(C)Cc1ccncc1
-2	COc1ccc([Si](C)(C)[C@@H]2[C@@H](CC(=O)N3CCC[C@H]3CO)O[C@]3(C(=O)N(C)c4c(Br)cc(C)cc43)[C@H]2C)cc1
0	CS(=O)(=O)Nc1ccc2c(c1)[C@@H]1C[C@@H](CC(=O)N3CCOCC3)O[C@@H](CO)[C@@H]1O2
-6	C[C@@H]1CCCCO[C@H](CN(C)C(=O)CCC(F)(F)F)[C@H](C)CN([C@@H](C)CO)C(=O)c2cc(NC(=O)c3ccncc3)ccc2O1
-17	CCCC#Cc1cnc2c(c1)C(=O)N([C@@H](C)CO)C[C@H](C)[C@@H](CN(C)S(=O)(=O)c1cn(C)cn1)O2
-3	COc1ccc(S(=O)(=O)Nc2cccc3c2O[C@H](CN(C)C(=O)Nc2ccccc2)[C@@H](C)CN([C@H](C)CO)C3=O)cc1
-1	Cc1ccc(S(=O)(=O)Nc2ccc3c(c2)CC(=O)N([C@@H](C)CO)C[C@@H](C)[C@H](CN(C)Cc2ccccc2)O3)cc1
6	C[C@@H]1CN([C@H](C)CO)C(=O)Cc2cc(N(C)C)ccc2O[C@@H]1CN(C)S(=O)(=O)c1cn(C)cn1
2	COCC(=O)Nc1ccc2c(c1)[C@@H]1C[C@@H](CC(=O)OC)O[C@@H](CO)[C@@H]1O2
-1	COC(=O)C(C)c1ccc(C(=O)c2cccs2)cc1 (stereo unspecified)
3	CNC[C@@H]1Oc2ncc(-c3cccc(F)c3)cc2C(=O)N([C@@H](C)CO)C[C@@H]1C
0	COc1ccc(CN(C)C[C@@H]2Oc3ccc(NS(=O)(=O)c4ccc(C)cc4)cc3C(=O)N([C@@H](C)CO)C[C@@H]2C)cc1
-3	COc1ccccc1CNC(=O)C[C@@H]1C[C@@H]2c3cc(NS(=O)(=O)c4ccc(F)cc4)ccc3O[C@@H]2[C@@H](CO)O1
10	O=C(N/N=C/c1cc(I)cc(I)c1O)c1ccccn1
-6	Cc1noc(C)c1NC(=O)Nc1ccc2c(c1)CC(=O)N([C@H](C)CO)C[C@@H](C)[C@H](CN(C)S(=O)(=O)c1ccccc1)O2
0	C/C=C/c1cnc2c(c1)C(=O)N([C@@H](C)CO)C[C@H](C)[C@@H](CN(C)Cc1ccccc1)O2
6	COc1cccc(S(=O)(=O)N(C)C[C@@H]2Oc3ncc(-c4cc5ccccc5o4)cc3C(=O)N([C@H](C)CO)C[C@@H]2C)c1
-5	COc1ccc(S(=O)(=O)Nc2ccc3c(c2)C(=O)N([C@@H](C)CO)C[C@H](C)[C@H](CN(C)S(=O)(=O)c2c(C)noc2C)O3)cc1
8	C[C@H]1CN([C@@H](C)CO)C(=O)Cc2cc(NC(=O)NC3CCCCC3)ccc2O[C@H]1CN(C)C(=O)Nc1ccc(F)cc1
-64	O=C(Cc1ccccc1)N[C@@H]1CC[C@@H](CC(=O)N2CCCCC2)O[C@H]1CO
0	C[C@@H]1CN([C@@H](C)CO)C(=O)Cc2cc(N(C)C)ccc2O[C@H]1CN(C)Cc1ccc(C(=O)Nc2ccccc2N)cc1
15	C[C@H](CO)N1C[C@H](C)[C@H](CN(C)Cc2ccc(-c3ccccc3)cc2)Oc2ccc(NC(=O)CCCN(C)C)cc2CC1=O
6	COc1ccc(/C=N/NC(=O)CCCCCCC(=O)Nc2ccccc2O)cc1Br
13	CNC[C@@H]1Oc2c(NC(=O)c3ccncc3)cccc2C(=O)N([C@H](C)CO)C[C@H]1C
2	CC(C)CC#Cc1ccc2c(c1)O[C@@H](CN(C)Cc1ccccn1)[C@H](C)CN([C@H](C)CO)S2(=O)=O
9	NC(=O)CNCCC(c1ccccc1)c1ccccc1
4	COc1ccc(NC(=O)N(C)C[C@H]2Oc3ccc(NS(=O)(=O)c4ccccc4)cc3C(=O)N([C@@H](C)CO)C[C@@H]2C)cc1
0	C#CCNC(=O)C1=C[C@H](c2cn(C(C)=O)c3ccccc23)C[C@H](OCc2ccc(CO)cc2)O1
-12	C[C@H]1CN([C@@H](C)CO)C(=O)c2cc(NS(=O)(=O)c3ccc(Cl)cc3)ccc2O[C@@H]1CN(C)Cc1ccc(C(=O)Nc2ccccc2N)cc1
1	COc1ccc(S(=O)(=O)Nc2ccc3c(c2)C(=O)N([C@@H](C)CO)C[C@@H](C)[C@@H](CN(C)Cc2ccc4c(c2)OCO4)OCCCC[C@@H](C)O3)cc1
-12	C[C@@H]1CN([C@@H](C)CO)C(=O)c2cc(NS(=O)(=O)c3cccs3)ccc2O[C@@H]1CN(C)Cc1ccc(-c2ccccc2)cc1
-1	COc1ccc(CN(C)C[C@@H]2Oc3ccc(NC(=O)Nc4ccc(OC)cc4)cc3CC(=O)N([C@@H](C)CO)C[C@@H]2C)cc1
1	Cc1ccc(S(=O)(=O)Nc2ccc3c(c2)C(=O)N([C@@H](C)CO)C[C@H](C)[C@@H](CN(C)C(=O)NC(C)C)OCCCC[C@H](C)O3)cc1
3	O=C(C[C@@H]1C[C@H]2c3cc(NS(=O)(=O)c4ccc(F)cc4)ccc3O[C@H]2[C@H](CO)O1)N1CCOCC1
8	C[C@@H]1CN([C@H](C)CO)C(=O)c2cc(NS(=O)(=O)c3ccccc3)ccc2O[C@H]1CN(C)S(C)(=O)=O
-6	COc1ccc(NC(=O)Nc2ccc3c(c2)CC(=O)N([C@H](C)CO)C[C@H](C)[C@@H](CN(C)Cc2ccccc2)O3)cc1
-1	C[C@@H]1CN([C@@H](C)CO)C(=O)c2cc(C#CC3(O)CCCC3)cnc2O[C@@H]1CN(C)C

Assay outcomes: PubChem BioAssay, Broad Institute

These rows are one share of the data; rates above refer to the full screens.
